# Screening results deposited in PubChem BioAssay by NMMLSC.
# Efflux pump mplx: inhibitors of Candida efflux pumps in yeast, primary screen, S. cerevisiae, Nile Red, multiplex. S. cerevisiae Candida pump triplex. inhibition, % at 10 µM. actives 0.44% (n = 330,000). AID 485275, 2010;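 active = plate passing quality check with inhibition over a set limit, or well fluorescence over plate mean plus 4 SD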;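 also: Nile Red retained in pooled yeast measured as flow cytometry median fluorescence; 0% = buffer negative control and 100% = Enniatin B positive control; higher means more Nile Red kept so more efflux inhibition; some compounds called inactive have numbers as strong as hits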
# * hit, by the source's call. This is a subset; the hit share may differ from the screen's.
Efflux pump mplx	SMILES
-0.1	COCCCNC(=S)N(CCO)Cc1cc2cc3c(cc2[nH]c1=O)OCO3
-0.1	CCCC(=O)Nc1ccc(-c2nc3ncccc3o2)cc1
0.1	COCC(=O)N/N=C\c1cccc(OC)c1OC/C=C/c1ccccc1
0.0	CC(=O)c1c(C)oc2ccc(OCc3ccccc3)cc12
0.0	CCCc1nn(C)c2c(=O)[nH]c(-c3cc(S(N)(=O)=O)ccc3OCC)nc12
0.1	CC(C)N(C(=O)[C@H]1C[C@H](CC(=O)NCc2cccc(C(F)(F)F)c2)C(=O)N2CCc3c([nH]c4cc(CCC(=O)N(C)C)ccc34)[C@]12C)C(C)C
0.1	CC(C)N(Cc1cnn(C)c1)C(=O)C1CCC(=O)N(CCc2cccc(F)c2)C1 (configuration not stated)
0.0	S=C(NCc1ccc(Cl)cc1)NCc1ccco1

# A stretch from the list above, as a working copy:
Efflux pump mplx	SMILES
0.1	CC(C)N(C(=O)[C@H]1C[C@H](CC(=O)NCc2cccc(C(F)(F)F)c2)C(=O)N2CCc3c([nH]c4cc(CCC(=O)N(C)C)ccc34)[C@]12C)C(C)C
0.1	CC(C)N(Cc1cnn(C)c1)C(=O)C1CCC(=O)N(CCc2cccc(F)c2)C1 (configuration not stated)
0.0	S=C(NCc1ccc(Cl)cc1)NCc1ccco1

# Other compounds:
Efflux pump mplx	SMILES
0.0	CC(C)CCN1CC(=O)N2[C@@H](Cc3c([nH]c4ccccc34)C2(C)C)C1=O
-0.5	CCc1cc2c(CN3CCN(Cc4ccccc4)CC3)cc(=O)oc2cc1O
0.3	COc1ccc(C2CC(C(C)(C)C)=NN2c2ccc(S(N)(=O)=O)cc2)cc1 (configuration not stated)
-0.1	CCOC(=O)Cc1csc(NC(=O)CN2CCN(CC)CC2)n1
-1.3	Cc1ccc(S(=O)(=O)N2CCN(C(=O)CSc3cc(C)ccc3C)CC2)c(C)c1
0.0	CCOc1ccc(NC(=O)C(CC(=O)O)Cc2ccc(C)cc2)cc1 (configuration not stated)
0.1	COc1cc(Br)c(C2CC(=O)Nc3cc(OC)c(OC)cc32)cc1OC (configuration not stated)
0.1	Cc1ccc(NC(=O)CN(C)C2CCCCC2)cc1Cl
0.3	Cc1ccc(N2CCN(C(=S)Nc3ccc(Cl)cc3)CC2)cc1
0.0	COc1ccc(S(=O)(=O)N/N=C(/C)c2ccncc2)cc1OC
-0.1	CCC1CN(C(=O)NCc2ccc(C)cc2)c2cc(Cl)ccc2O1 (configuration not stated)
0.1	Cc1cc(N2CCOCC2)n2nc(C(F)(F)F)c(-c3ccccc3)c2n1
-0.1	COc1cc2cnc(-c3ccccc3)c(C(=O)c3ccc(OCc4ccccc4)cc3)c2cc1OC
0.0	O=C(CNC(=O)c1ccco1)Nc1ccc(F)c(Cl)c1
0.0	CCN(CC1CCCN(CCc2cccc(OC)c2)C1)C(=O)c1ccoc1C (configuration not stated)
-0.3	COCCCC1CCN(C(=O)C2CCC(=O)N(C3CCCCCC3)C2)CC1 (configuration not stated)
0.0	Cn1cc(CN2CCC(n3nccc3NC(=O)CCc3ccccc3)CC2)cn1
-0.5	CC[C@]12c3[nH]c4ccc(Cl)cc4c3CCN1C(=O)[C@@H](CC(=O)NCCCN(C)C)C[C@@H]2C(=O)N1CCN(C(=O)C2CC2)CC1
0.1	COc1ccc(/C=N\NC(=O)c2ccc(F)cc2)cc1COc1cc(F)ccc1[N+](=O)[O-]
-0.1	CCOC(=O)C1CCCN(CCc2ccccc2)C1 (configuration not stated)
-0.1	CSc1nc2sc3c(c2c(=S)[nH]1)CC(C)(C)OC3
0.1	O=C(C1CCCN(C2CC(=O)N(c3ccc(F)cc3)C2=O)C1)N1CCCC1 (configuration not stated)
0.1	COc1cc(OC)c2c(-c3ccccc3)cc(=O)oc2c1C(CCN1CCOCC1)c1ccc2c(c1)OCO2 (configuration not stated)
-0.2	COc1ccc(CNC(=O)C[C@H]2C[C@H](C(=O)N3CCOCC3)[C@@]3(C)c4[nH]c5ccc(Cl)cc5c4CCN3C2=O)cc1OC
-0.2	CC[C@]12c3[nH]c4ccc(Cl)cc4c3CCN1C(=O)[C@@H](CC(=O)NCCCOC)C[C@@H]2C(=O)N1CCN(C(=O)C2CC2)CC1
-0.1	CCOC1C(=O)NC(=O)N1Cc1ccccc1 (configuration not stated)
0.5	C[C@@H](c1ccccc1)N1Cc2ccccc2Oc2cc(Br)ccc2S1(=O)=O
-0.1	CC(=O)c1cccc(NC(=S)NC2CCCCCCC2)c1
-0.1	O=C(O)CCCC(=O)Nc1ccccc1SCCS(=O)(=O)c1ccc(Cl)cc1
0.0	Cc1ccc(-c2cc(C(=O)O)c3ccccc3n2)s1
0.0	CCCCN(C)C(=O)Cn1ncc2c3ccccc3n(CCC)c2c1=O
0.0	Cc1ccccc1N1CCN(C2CCCN(C(=O)c3ccsc3)C2)CC1 (configuration not stated)
-0.1	O=C(NNC(=S)NC(=O)c1cccs1)c1ccc(O)cc1
0.5	COc1ccc(CNC(=O)NCCc2c[nH]c3ccccc23)cc1
0.0	COc1ccc(OC)c(NCc2nnc(-c3ccccc3)o2)c1
0.0	CCOc1cc(CNCc2ccc3c(c2)OCO3)ccc1OC
0.1	Cc1cc2c(NC3CCCCC3)ncnc2s1
-0.3	COc1ccccc1C1CC(=O)Oc2cc(O)ccc21 (configuration not stated)
0.0	Cc1ccc(Cl)cc1N(CC(=O)NC(C)c1ccccc1)S(C)(=O)=O (configuration not stated)
0.1	O=C(Oc1ccc(/C=N/NC(=O)c2ccccn2)cc1)c1cccc(Br)c1
-0.2	COC(=O)CCN(Cc1cc(OC)ccc1OC)S(=O)(=O)c1ccccc1Br
-0.2	Cn1c(=O)[nH]c(=O)c2c1nc(N1CCN(C(c3ccccc3)c3ccccc3)CC1)n2CCO
0.2	CNC(=O)C(=O)NCCN1CCN(S(=O)(=O)c2ccc3ccccc3c2)CC1
0.0	CC(C)c1ccc(NC2CCCN(C(=O)CCc3cn[nH]c3)C2)cc1 (configuration not stated)
-0.3	O=C(N[C@@H]1c2ccccc2CC[C@@H]1OCc1ccccc1)c1ccc(C(F)(F)F)cc1
0.0	Cc1nn(-c2ccc(NC(=O)c3ccncc3)cc2)c(C)c1Cl
0.1	O=C(O)c1ccc(CNC(=O)c2ccc3c(c2)C(=O)N(Cc2cccnc2)C3=O)cc1
-0.9	COc1cccc(S(=O)(=O)Nc2cccc(C(=O)N3CCCC3)c2)c1
0.0	CCOC(=O)CSc1nnc(COc2ccc3ccccc3c2)o1
0.0	Cc1cccc(OCC2Cn3c(nc4c3c(=O)[nH]c(=O)n4C)O2)c1 (configuration not stated)
-0.3	O=c1nccc(N/N=C/c2ccccc2O)[nH]1
1.5	O=C1/C(=C\c2ccc(O)c(O)c2)SC(=S)N1Cc1ccccc1
-1.9	COc1ccc(-c2csc(NC(=O)CC(NC(C)=O)c3ccccc3)n2)cc1OC (configuration not stated)
-0.3	Cc1cc(C)c(S(=O)(=O)c2ccccc2C(C)C)c(=O)[nH]1
0.1	S=C(Nc1cccc(Cl)c1)Nc1ccc2c(c1)OCCO2
-0.1	O=C(N/N=C/c1ccncc1)c1cc2ccccc2cc1O

# Other records follow:
Efflux pump mplx	SMILES
-0.3	CCOC(=O)c1sc(NC(=O)CN2CCN(c3ccc(OC)cc3)CC2)nc1C
-0.1	NC1=NC(=O)/C(=C/c2ccc(OCC(=O)O)cc2)S1
0.1	Cc1cc(NC(=O)c2sc3ccccc3c2O)no1
0.0	CCOC(=O)C1=C(C)c2ccccc2N(C(=O)OC)C1(C)C(=O)OCC (configuration not stated)
0.1	CN(C)c1ccc(C(=O)N2CCCC(N3CCN(Cc4ccc5c(c4)OCO5)CC3)C2)cc1 (configuration not stated)
0.0	O=C(N/N=C/c1cccc(Oc2ccccc2)c1)c1cccc(O)c1
-0.1	O=C(NCc1ccc(Cl)cc1)Nc1ccc(F)cc1
0.2	Cc1cccc(NC(=O)NCC2CC2)c1
0.0	CC(C)/C=C/CN1CCCC(N2CCN(c3cccc(Cl)c3)CC2)C1 (configuration not stated)
-0.1	COc1ccc(-c2cc(C(=O)N/N=C/c3cccnc3)c3cc(C)cc(C)c3n2)cc1
-0.1	Cc1c(C)c2ccc(O[C@@H]3O[C@H](CO)[C@@H](O)[C@H](O)[C@H]3O)c(C)c2oc1=O
0.0	CC(C)c1ccc(OCC(=O)N2CCN(C(=O)c3ccco3)CC2)cc1
0.0	CCN1CCN(C(=O)c2ccc(CNS(=O)(=O)c3cccc(OC)c3)cc2)CC1
0.1	CCN(c1ccc(C)cc1C)S(=O)(=O)c1nnc(NC(=O)C(C)C)s1
-0.5	C[C@]12c3[nH]c4ccc(Cl)cc4c3CCN1C(=O)[C@@H](CC(=O)NCCc1ccccn1)C[C@@H]2C(=O)N1CCOCC1
-0.2	Cc1cc(C)cc(NC(=S)N2CCN(S(=O)(=O)c3ccccc3)CC2)c1
-0.1	COc1ccc(Nc2nc(N)c3ccccc3n2)c(OC)c1
0.0	C/C=C/C=C(/NC(=O)c1ccccc1)C(=O)Nc1ccccc1
0.1	CCN(CC)CCNC(=O)c1ccc2c(c1)NC(=O)c1ccccc1S2
0.0	CCOC(=O)C1CCN(C(=O)c2ccccc2NS(=O)(=O)c2ccc(C)cc2)CC1
0.0	COc1ccc(N(CC(=O)Nc2cccc(C(C)=O)c2)S(=O)(=O)c2ccc(NC(C)=O)cc2)cc1
0.0	CC(=O)NCCc1nc2cc(NC(=O)c3ccc(F)cc3)ccc2n1C
0.2	Cc1[nH]c(=O)[nH]c(=O)c1S(=O)(=O)Nc1cccc([N+](=O)[O-])c1C
0.0	COc1ccc(NC(=O)c2ccc(Cl)cc2)c[n+]1[O-]

# Structures shown so far with a nitro group on carbon:
Efflux pump mplx	SMILES
0.1	COc1ccc(/C=N\NC(=O)c2ccc(F)cc2)cc1COc1cc(F)ccc1[N+](=O)[O-]
0.2	Cc1[nH]c(=O)[nH]c(=O)c1S(=O)(=O)Nc1cccc([N+](=O)[O-])c1C

# The listing picks up, repeating the 6 entries before the break.
Efflux pump mplx	SMILES
0.1	CCN(CC)CCNC(=O)c1ccc2c(c1)NC(=O)c1ccccc1S2
0.0	CCOC(=O)C1CCN(C(=O)c2ccccc2NS(=O)(=O)c2ccc(C)cc2)CC1
0.0	COc1ccc(N(CC(=O)Nc2cccc(C(C)=O)c2)S(=O)(=O)c2ccc(NC(C)=O)cc2)cc1
0.0	CC(=O)NCCc1nc2cc(NC(=O)c3ccc(F)cc3)ccc2n1C
0.2	Cc1[nH]c(=O)[nH]c(=O)c1S(=O)(=O)Nc1cccc([N+](=O)[O-])c1C
0.0	COc1ccc(NC(=O)c2ccc(Cl)cc2)c[n+]1[O-]
-0.2	Fc1cccc(Cl)c1Cn1ncc2ccccc21
0.0	COc1ccc(C(=O)NC2CC2)cc1OC1CCN(Cc2cnn(C)c2C)CC1
0.0	CCOC(=O)/C(C#N)=C/c1c(N2CCN(C)CC2)nc2c(C)cccn2c1=O
-0.1	COc1ccc(-c2nc(SCC(=O)NC3CCCCC3)n[nH]2)cc1
-0.1	COc1cccc(N2CC(C)Cn3c2nc2c3c(=O)[nH]c(=O)n2C)c1 (configuration not stated)
0.1	O=C(O)c1cc(-c2ccc(Br)s2)nc2ccccc12
-0.1	O=C1Nc2ccccc2C1=Nc1ccc(Cl)cc1
0.0	Cc1cc(F)ccc1NC(=S)NC1CCCC1
-0.1	Nn1cnnc1N/N=C/c1cccc(Cl)c1Cl
0.0	Cc1ccc2c(c1)C(c1ccccc1)N(C(=O)c1ccccc1[N+](=O)[O-])CC(=O)N2 (configuration not stated)
0.0	O=C(NCc1cnn(-c2ccc(F)cc2)c1)C1CCC(=O)N(C2CC2)C1 (configuration not stated)
0.1	COc1cc(CN(C)CC2CCCN(CCc3ccccc3F)C2)cc(Cl)c1OC (configuration not stated)
-0.1	O=C(Nc1ccc(F)cc1)c1ccccc1NC(=O)C1CC=CCC1C(=O)O (configuration not stated)
0.0	COc1ccc(S(=O)(=O)N(C)c2ccc(C(=O)Nc3cccnc3)cc2)cc1OC
0.0	COc1cccc(-c2noc(C3CCCN(C(=O)c4ccccc4OC)C3)n2)c1 (configuration not stated)
-0.1	C#CCN(C(=O)c1ccc(OC2CCN(C(=O)CCOC)CC2)cc1)C1CCCCC1
-0.4	CCN(CC)C(=O)[C@H]1C[C@H](CC(=O)NCCN2CCOCC2)C(=O)N2CCc3c([nH]c4cc(-c5ccco5)ccc34)[C@]12C
0.0	CN(/N=C/c1cccc(Br)c1)C1=NS(=O)(=O)c2ccccc21
0.1	COc1ccc(Cl)cc1NC(=O)c1cc(C)no1
0.0	COc1nc2ccccc2nc1N1CCN(c2ccc(F)cc2)CC1
-0.1	Cc1ccc(S(=O)(=O)N2C[C@@H]3[C@H]4CC[C@H](C4)[C@@H]3[C@@H](C)C2CC(=O)c2ccccc2)cc1 (some centres not stated)
0.0	Oc1ccc(/C=N/n2c(-c3ccccc3)n[nH]c2=S)cc1Br
0.1	Cc1cc(Cl)ccc1NC(=O)c1ccc2c(c1)CCN2S(C)(=O)=O
-0.1	COC(=O)C1=NN(C(=O)c2ccccc2)C(O)(c2ccc([N+](=O)[O-])cc2)C1 (configuration not stated)
0.3	CN(C)C(=O)CCc1ccc2c3c([nH]c2c1)[C@]1(CCc2ccccc2)[C@@H](C(=O)N2CCCCC2)C[C@H](CC(=O)NCc2ccco2)C(=O)N1CC3
-0.1	C[C@@H](NS(=O)(=O)c1ccc(Br)cc1F)[C@@H](O)c1ccccc1
-0.1	COCCNC(=O)c1oc2ccc3c(c2c1C)C(O)CC(C)(C)O3 (configuration not stated)
-0.3	CC(=O)c1cccc(OCc2cc(C(=O)N(C)CCc3cnn(C)c3)no2)c1
0.0	COCCCNC(=O)C[C@H]1C[C@H](C(=O)N(C(C)C)C(C)C)[C@@]2(C)c3[nH]c4ccc(Cl)cc4c3CCN2C1=O
-0.1	O=C(Nc1cccc([N+](=O)[O-])c1)N1CCc2ccccc2C1
-0.1	CC(=O)c1cccc(CN(C)CC2CCCN(CCc3ccccc3C)C2)c1 (configuration not stated)
0.0	COc1ccc2[nH]cc(CCN3C(=O)c4ccc(C(=O)O)cc4C3=O)c2c1
